M1 PAM parental = counter-screen for M1 PAMs: effect in parental CHO-K1 cells. ATP EC20, Fluo-8 calcium fluorescence; 0% at ATP EC20, 100% at ATP max. activation, % at 3 µM. actives 0.02% (n = 360,000). AID 602247;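 active = activation above the run cutoff, the mean activation of all test compounds plus 3 SD, cut at about 40% in these data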;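 note: peak over basal fluorescence ratio in a 140 s read after ATP addition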
M5 PAM = CHRM5 positive allosteric modulation. activation, % at 3 µM. actives 0.3% (n = 360,000). P08912. CHO-K1 hM5, Fluo-8 calcium, ACh EC20 PAM; 0% = ACh EC20, 100% = ACh EC100;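 active = activation above the run cutoff, the mean activation of all test compounds plus 3 SD, cut at about 18% in these data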
Target sequence (P08912 whole entry, looked up): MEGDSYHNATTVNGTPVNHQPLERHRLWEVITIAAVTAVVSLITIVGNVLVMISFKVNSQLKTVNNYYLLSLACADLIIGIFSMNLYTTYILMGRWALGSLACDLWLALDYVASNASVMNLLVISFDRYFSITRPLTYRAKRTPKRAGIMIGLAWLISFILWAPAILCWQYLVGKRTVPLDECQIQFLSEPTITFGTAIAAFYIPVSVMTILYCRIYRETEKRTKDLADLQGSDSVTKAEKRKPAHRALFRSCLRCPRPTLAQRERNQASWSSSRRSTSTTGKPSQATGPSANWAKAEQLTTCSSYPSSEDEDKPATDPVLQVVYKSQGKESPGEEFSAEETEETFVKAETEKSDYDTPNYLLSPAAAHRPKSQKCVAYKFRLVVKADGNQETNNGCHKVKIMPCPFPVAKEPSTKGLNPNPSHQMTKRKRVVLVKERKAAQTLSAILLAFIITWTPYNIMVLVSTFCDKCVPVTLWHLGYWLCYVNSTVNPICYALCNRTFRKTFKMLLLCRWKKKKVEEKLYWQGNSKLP
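system = human M5 receptor in CHO-K1 cells | compound = one concentration, 3 µM final (nominal) | schedule = Post-acetylcholine fluorescence recording 140 s | signal = Fluo-8 calcium dye fluorescence, kinetic read | benchmarks = low control EC20 acetylcholine (0%), high control EC100 acetylcholine (100%) | repeats = singlicate, one well per test compound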
M5 ag = agonists of human muscarinic M5 receptor (CHRM5). activation, % at 3 µM. AID 624037. actives 0.19% (n = 360,000). CHO-K1 hM5 cells, Fluo-8 calcium fluorescence; 0% DMSO wells, 100% maximal acetylcholine response;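 active = activation above the run's mean over test compounds plus 3 SD, cut at about 23% in these data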;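 note: signal is peak over basal fluorescence ratio across the kinetic read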
M4 ag = CHRM4 agonism in calcium assay | P08173 | CHO-K1 hM4/Gqi5, Fluo-8 calcium fluorescence; vehicle 0%, full acetylcholine response 100% | activation, % at 3 µM | actives 0.14% (n = 360,000) | AID 624127;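 active = activation above the run mean over all test wells plus 3 SD, cut at about 32% in these data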;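 note: peak over basal fluorescence ratio per well then scaled between controls; 0% = DMSO wells and 100% = acetylcholine at EC100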
Target sequence (P08173 whole entry, looked up): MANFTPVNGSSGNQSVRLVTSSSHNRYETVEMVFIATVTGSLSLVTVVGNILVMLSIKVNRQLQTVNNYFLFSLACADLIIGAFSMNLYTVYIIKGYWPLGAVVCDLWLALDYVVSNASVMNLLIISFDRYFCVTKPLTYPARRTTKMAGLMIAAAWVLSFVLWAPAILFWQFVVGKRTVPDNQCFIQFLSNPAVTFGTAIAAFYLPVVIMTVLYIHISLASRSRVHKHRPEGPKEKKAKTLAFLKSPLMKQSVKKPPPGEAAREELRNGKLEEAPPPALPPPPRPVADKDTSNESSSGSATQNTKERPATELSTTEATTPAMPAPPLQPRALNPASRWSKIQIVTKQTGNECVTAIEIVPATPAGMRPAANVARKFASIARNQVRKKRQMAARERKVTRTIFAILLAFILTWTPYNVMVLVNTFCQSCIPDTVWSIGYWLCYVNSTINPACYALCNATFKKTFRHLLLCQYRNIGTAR
CHO-K1 Ca antag = M1 antagonist counterscreen hit in parental CHO-K1 cells; inhibition, % at 3 µM; actives 0.6% (n = 360,000); ATP-induced calcium, Fluo-8 fluorescence; AID 602250;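 active = inhibition above a per-plate cutoff, the plate's mean sample inhibition plus 3 SD, cut at about 24% in these data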;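 note: 0% = DMSO plus EC80 ATP and 100% = DMSO alone without ATP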
CHRM4 PAM = potentiates acetylcholine response at human M4 receptor | P08173 | AID 624126 | CHO-K1 hM4/Gqi5, Fluo-8 calcium fluorescence, ACh EC20; 0% = ACh EC20, 100% = maximal ACh | actives 0.4% (n = 360,000) | activation, % at 3 µM;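 active = activation above its plate's cutoff, the mean activation of sample wells plus 3 SD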; note: some results filed as inactive read as strong as hits
CHO-K1 Ca ag = nonselective activator or artifact in parental CHO-K1 cells; activation, % at 3 µM; actives 0.48% (n = 360,000); AID 602248; Fluo-8 calcium fluorescence; scaled to maximal ATP response, vehicle zero; in the data active = activation above about 15%;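 note: untransfected CHO-K1 host cells lacking M1 receptor as counterscreen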
CHRM5 antagonist = blocks acetylcholine activation of human M5 receptor | AID 624040 | inhibition, % at 3 µM | actives 0.59% (n = 360,000) | CHO-hM5 cells, Fluo-8 calcium fluorescence, ACh EC80;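 active = inhibition above a per-plate cutoff, the mean of that plate's test compounds plus 3 SD, cut at about 27% in these data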;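 note: 0% = acetylcholine EC80 with DMSO and 100% = DMSO without agonist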
M4 antag = blocks acetylcholine activation of human M4 receptor; inhibition, % at 3 µM; AID 624125; P08173; CHO-hM4 cells, ACh EC80, Fluo-8 calcium fluorescence; actives 0.73% (n = 360,000);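 active = inhibition above its plate's cutoff, the mean inhibition of sample wells plus 3 SD, cut at about 27% in these data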;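 note: 0% = acetylcholine EC80 with DMSO and 100% = DMSO without agonist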
The depositor's hits bear a star.

SMILES,M4 antag,M1 PAM parental,M4 ag,CHRM4 PAM,M5 PAM,CHO-K1 Ca ag,M5 ag,CHRM5 antagonist,CHO-K1 Ca antag
Cn1c2ccc(F)cc2c2ncn(Cc3ccco3)c(=O)c21,0,18,1,-1,-5,0.5,-5,3,-8
CCN(CC)S(=O)(=O)c1cccc(N=Nc2sc(N)nc2C)c1,1,22,3,-1,-3,3.1,1,13,-14
CCC(C)N1CCN(C(=O)c2cc(OC)cc(OC)c2)CC1 (stereo unspecified),7,24,0,1,5,0.9,-7,4,-13
Cc1ccc(-n2c(C)cc(C(=O)COC(=O)C3=NNC(=O)CC3)c2C)cc1,12,16,-1,9,5,0.5,1,-3,-11
Cc1ccc(S(=O)(=O)N2CCC(C(=O)Nc3ccccc3N3CCCC3)CC2)cc1,12,4,5,-5,-4,1.1,-2,-13,11
CCc1nc2ccc(C(=O)N3CCN(S(=O)(=O)CC)CC3)cn2c1N(C=O)CCC(C)C,-5,11,1,0,4,1.1,-1,-5,-4
COc1ccccc1NS(=O)(=O)c1cccc(C(=O)NCC(c2ccco2)N2CCCC2)c1 (stereo unspecified),-4,1,3,3,-8,0.5,1,0,14
COc1ccc(C2CC(c3ccc4ccccc4c3)=NN2C(=O)CNC2CCCCC2)cc1 (stereo unspecified),2,-1,15,-4,1,2.6,7,12,-14
CCOC(=O)N1CCC(NC(=O)Cn2cc3c(n2)CCC(C)C3)CC1 (stereo unspecified),5,11,1,5,-6,0.1,-1,0,-2
Nc1c(C2=NCCO2)nnn1Cc1ccccc1,19,11,-1,10,2,0.0,-1,3,-3
CCCS(=O)(=O)NC(=O)C1(C)CCCN(C(=O)c2cc(F)cc(F)c2)C1 (stereo unspecified),-8,9,0,0,0,0.8,-1,2,-2
N#Cc1ccccc1OCC(=O)OCC(=O)NCc1ccc2c(c1)OCO2,7,-10,3,3,3,0.5,4,-1,9
COc1cc(NC(=O)c2ccco2)c(OC)cc1NC(=O)CSc1ncc(-c2ccc(F)cc2)[nH]1,5,4,2,0,-6,0.4,-2,8,3
COc1ccccc1NC(=O)CSc1nnnn1-c1ccccc1F,1,7,1,-4,7,0.5,7,0,-9
CC1=C(N2CCCCC2)CCC1=O,1,15,2,10,11,0.3,3,5,-9
C/C(=N/NC(=O)CNC(=O)CCc1ccccc1)c1ccc(Cl)c(Cl)c1,-5,18,-1,14,-1,0.2,0,8,-16
Cc1cc(NC(=O)CC(C)C)c(=O)n(Cc2cccc(F)c2)c1,-4,17,0,-2,-10,1.2,-1,17,-6
CCOCC(=O)Nc1nnc(Cc2ccc(OC)c(OC)c2)s1,1,-8,1,-6,-2,0.1,4,2,13
COCC(C)NS(=O)(=O)c1ccc(C(=O)NCCCn2ccc3ccccc32)cc1 (stereo unspecified),-9,-19,6,-3,0,3.4,-2,-1,9
O=C(OCC(=O)N1CCOCC1)c1cc(F)c(F)cc1Cl,-4,12,2,4,6,0.0,-1,4,-2
Cc1ccc(C(=O)NC(=S)Nc2ccccc2N2CCCC2)cc1[N+](=O)[O-],-6,21,2,1,1,1.6,1,-4,-3
N#CC(C#N)=Cc1cc2ccccc2nc1N1CCCCC1,-6,1,-1,19,2,0.4,-1,-4,-8
Cn1cnnc1SCC(=O)N(Cc1ccc2c(c1)OCO2)C1(C(=O)NC2CCCCC2)CCCC1,-1,2,0,-4,0,-0.7,1,-2,-3
CN(C)c1cccc(C(=O)OCCCC(=O)c2ccc(F)cc2)c1,1,3,1,-6,-6,0.5,0,7,-9
O=[N+]([O-])c1ccc(C[n+]2cccc(O)c2)cc1,-3,15,-1,9,-1,0.6,2,5,-20
Cc1ccccc1Cn1cc(C)c(=O)[nH]c1=O,4,13,0,-6,-2,0.1,1,11,-6
Cc1ccc(C(=O)Oc2cc(C)n(C)c(=O)c2)cc1,1,7,-1,8,-3,-0.3,-1,5,0
COc1ccc(NC(=O)c2ccc(-n3nc(C)cc3C)cc2)cc1OC,7,2,3,3,-4,0.8,2,3,6
O=C(NCCN1CCOCC1)c1ccc(Cl)c(S(=O)(=O)N2CCOCC2)c1,-4,-7,1,-3,-7,0.1,-1,15,-8
CC(=O)c1ccc(NC(=O)C2CCCN(c3ncnc4c3nc3n4CCCCC3)C2)cc1 (stereo unspecified),-11,-4,10,-14,3,4.4,-4,-16,-11
Cc1cc(C)nc(/N=C2\NC(=O)CC(C(=O)O)N2c2ccc(Oc3ccccc3)cc2)n1 (stereo unspecified),0,17,1,-2,-1,0.5,-6,-6,-6
CC1=C(C(=O)OC2CCCCC2)C(c2ccccc2Br)NC(=O)N1 (stereo unspecified),-4,4,0,-2,-4,-0.1,1,-10,2
Cc1cccc(NC(=O)CSc2nc(C)nc3c2c(=O)n(C)c(=O)n3C)c1,-18,22,0,1,2,-0.4,0,-5,-9
COC(=O)C1Cc2ccccc2CN1C(=O)CCl (stereo unspecified),-2,-8,2,1,5,-0.3,2,-3,3
CC(C)NS(=O)(=O)c1cccc2nsnc12,11,4,2,27*,0,0.5,0,3,0
COCc1cc(C)n(CC(=O)N/N=C/c2ccc(-c3ccc(Cl)c(C(=O)O)c3)o2)c(=O)c1C#N,3,23,-1,6,-3,-0.2,-2,-2,-7
CCOc1cc(C(=O)N2CCCN(C)CC2)cc(OCC)c1OCC,2,7,1,-3,-9,-0.7,1,3,-2
COc1ccc(CCN2CC(C(=O)NCCCc3ccncc3)CCC2=O)cc1 (stereo unspecified),-18,-7,1,3,-3,0.0,0,0,25*
Cc1cc(C)cc(NC(=O)c2ccc(CSc3nnc(C)s3)cc2)c1,13,-4,11,-16,-19,3.6,-1,20,16
O=C(CSc1ncccn1)Nc1ccccc1,0,18,0,-2,-3,0.5,2,-5,-14

Some of these compounds in order of length of the SMILES, low to high.
SMILES,M4 antag,M1 PAM parental,M4 ag,CHRM4 PAM,M5 PAM,CHO-K1 Ca ag,M5 ag,CHRM5 antagonist,CHO-K1 Ca antag
CN(C)c1cccc(C(=O)OCCCC(=O)c2ccc(F)cc2)c1,1,3,1,-6,-6,0.5,0,7,-9
COc1ccc(C2CC(c3ccc4ccccc4c3)=NN2C(=O)CNC2CCCCC2)cc1 (stereo unspecified),2,-1,15,-4,1,2.6,7,12,-14
CC(=O)c1ccc(NC(=O)C2CCCN(c3ncnc4c3nc3n4CCCCC3)C2)cc1 (stereo unspecified),-11,-4,10,-14,3,4.4,-4,-16,-11

New compounds follow:
SMILES,M4 antag,M1 PAM parental,M4 ag,CHRM4 PAM,M5 PAM,CHO-K1 Ca ag,M5 ag,CHRM5 antagonist,CHO-K1 Ca antag
CC(=O)c1cccc(NC(=O)Nc2ccc3c(c2)OCO3)c1,17,-3,6,-7,-4,4.9,4,3,-1
C/C(N)=C(/C#N)C(=O)COC(=O)[C@@H](NC(=O)c1ccccc1Cl)C(C)C,-7,-1,4,-2,7,0.6,1,-2,-10
Cn1cccc1/C=N/n1c(-c2ccc(Cl)cc2Cl)n[nH]c1=S,-2,19,12,-9,-13,11,5,-4,-17
COc1ccc([C@H]2C[C@H](O)[C@@H](n3cc(C4CC4)nn3)CN2C(=O)C2CCCCC2)cc1,-21,16,1,9,-1,-0.2,2,-6,-7
c1nc(N2CCC3(CC2)OCCO3)c2c3c(sc2n1)CCCC3,-5,9,5,-5,-5,2.1,-2,2,1
OC1(c2ccccc2)CCN(Cc2ccccc2)C2CCCCC21 (stereo unspecified),-14,20,4,-15,-10,1.6,-8,2,-6
Cc1nn(-c2ccccc2)c(Cl)c1C(=O)OCC(=O)NCCc1ccc(S(N)(=O)=O)cc1,3,9,1,10,4,-0.3,-4,13,-9
CC(=O)Nc1cccc(-c2csc(C(C)(NC(C)=O)c3ccccc3)n2)c1 (stereo unspecified),-13,14,3,4,-4,1.0,1,5,-4
O=C(CCN1CCc2ccccc2C(c2ccccc2)C1)c1ccc2c(c1)OCCO2 (stereo unspecified),-6,1,2,4,-6,0.8,-10,-7,-9
CC1(C)CC(c2nc(-c3ccc(Br)cc3)cs2)CCS1 (stereo unspecified),-11,9,1,0,0,1.6,1,-8,-10
CNC(=S)NCCN1CCOCC1,8,10,1,-6,5,-0.2,1,-6,-8
Cc1ccccc1C(=O)Nc1ccc(S(=O)(=O)N2CCCC2)cc1,-13,-10,2,-2,5,0.9,-2,3,1
COc1ccc(Br)cc1CN(C)C(C)C(=O)Nc1cc([N+](=O)[O-])ccc1OC (stereo unspecified),-1,21,-1,21,-6,0.2,-3,2,-15
Cc1ccc(S(=O)(=O)N2CCC(=O)N(C(CO)Cc3ccccc3)CC2)cc1 (stereo unspecified),-7,-10,3,9,-3,0.2,-2,10,-2
N/C(Cc1nc2ccccc2s1)=N\O,0,19,1,-13,7,1.8,2,7,-13
CC(=O)Cc1nsc(NC(=O)c2cc(-c3ccccc3Cl)oc2C)n1,-12,9,1,-2,2,-0.1,-4,-1,8
CC1CCCN(C2=NC(=O)/C(=C/c3cn(-c4ccccc4)nc3-c3cccc(S(=O)(=O)N(C)C)c3)S2)C1 (stereo unspecified),8,-4,1,3,0,-0.1,1,3,19
COc1ccc(-n2nc(C(=O)N3CCN(Cc4ccc5c(c4)OCO5)CC3)c3ccccc3c2=O)cc1,-3,22,8,-3,-3,2.8,-2,3,-18
Brc1ccc2ncnc(Nc3cccc4ccccc34)c2c1,2,12,10,-1,-8,19*,20,4,-12
COc1ccc(C(=O)Nc2c(F)c(F)c(F)c(F)c2F)cc1OC,-2,25,-1,5,3,0.7,0,-7,-20
CNC(=O)C1CCN(C(=O)c2ccc(-c3ccccc3)cc2)CC1,-2,22,2,8,2,0.1,1,-2,-13
COc1cc2c(cc1OC)CN1CCc3cc(OC)c(OC)cc3C1C2 (stereo unspecified),-13,14,1,2,-1,1.8,1,-2,1
CCc1nc(SCC(=O)c2ccc(C)c(C)c2)n[nH]1,0,11,0,11,-2,0.1,1,0,-5
Cc1nc(/C=C/c2ccccc2)[nH]c(=O)c1-c1ccccc1,11,3,5,-9,-5,4.0,3,2,5
Cc1oc(CSCCSCc2cc(C(=O)O)c(C)o2)cc1C(=O)O,2,11,0,2,3,1.1,-2,7,-17
CC(=O)[C@H]1CCC2C3CC=C4C[C@@H](O)CC[C@]4(C)C3CC[C@@]21C (stereo partly specified),-24,18,1,11,1,0.4,6,13,-16
CCOC(=O)C(Cc1c[nH]c2ccc([N+](=O)[O-])cc12)(NC(C)=O)C(=O)OCC,-14,8,8,4,-1,0.4,2,2,-12
O=C(Cc1nc(-c2ccc(Br)s2)cs1)NCCN1CCOCC1,19,4,1,5,3,0.1,0,1,2
NC(Cc1c[nH]c2ccccc12)C(=O)NCc1ccco1 (stereo unspecified),5,19,1,3,-3,1.2,-4,14,-12
Cc1nn(-c2ccccc2)c(C)c1C(=O)OCC(=O)N(C)c1ccccc1,-8,1,2,7,0,1.5,2,5,-11
COc1cccc(NC2c3ccccc3C(=O)N2Cc2ccco2)c1 (stereo unspecified),-2,-1,4,2,-4,0.6,2,4,-7
Cc1occc1C(=O)Nc1sc2c(c1C(N)=O)CCCCC2,0,9,2,-5,3,0.0,-3,-13,2

Screening results (PubChem)
